High-throughput results: PubChem, several laboratories
zVAD death inh: L929 zVAD cell death inhibition. viability rescue, % at 10 µM. 220,000 compounds, 0.38% hits. L929 zVAD necroptosis rescue, ATP luminescence, 24 h; with zVAD 60 µM;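 active means activation, scaled between plate controls, above about 75%, limit read from the data; inactive means activation under that limit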;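 further: 0% = zVAD with DMSO and 100% = DMSO alone without zVAD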
Wee1 stabilizer: human Wee1 degradation inhibition, primary screen; P30291; HeLa Luc-Wee1K328M stability, luciferase luminescence; 100% = proteasome inhibitor MG132 effect; reporter increase, % at 5 µM; 220,000 compounds, 1.2% hits;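 active means activation above the mean of all tested compounds plus 3 SD, set per screening run, cut at about 8.8% in these data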;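 further: cells exposed to compound for 20 h before luminescence read; 0% = DMSO alone and 100% = MG132 at 30 µM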
PPC-1+TRAIL kill: compounds killing PPC-1 cancer cells with TRAIL present (potentiator screen, no TRAIL-free arm); PPC-1 cells + TRAIL, ATPLite viability luminescence; cell killing (% activity), % at 4 µM; 220,000 compounds, 0.41% hits;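 active means cell killing above 50% in the first pass at 4 µM, then a duplicate retest at 5 µM averaging 50% or more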;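 further: plate controls were cells with TRAIL plus DMSO for no effect and medium-only wells lacking cells for full effect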
TNF death inh: blocks TNF-alpha induced death of Jurkat FADD-/- cells. AID 463075. 220,000 compounds, 0.068% hits. Jurkat FADD-/- TNF necroptosis rescue, ATP luminescence, 24 h; 0 = TNF only, 100 = no-TNF cells. activation (protection from cell death), % at 10 µM;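 active means activation, meaning protection from cell death, of at least 50% relative to plate controls; inactive means activation below 50%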;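 further: necroptosis triggered by 40 ng/mL TNF-alpha added together with compound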
FXIa inh: factor XIa (human) inhibition; inhibition, % at 5 µM; purified FXIa, Boc-Glu-Ala-Arg-AMC fluorogenic substrate; 220,000 compounds, 0.14% hits; P03951; AID 798;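 active means inhibition of at least 40%; inactive means inhibition below 40%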;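 further: fluorescence of freed AMC excited at 355 nm; 0% = enzyme without compound and 100% = no enzyme blank; many of its hits are not listed in these tables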
Target sequence (P03951 19-387 limits assumed): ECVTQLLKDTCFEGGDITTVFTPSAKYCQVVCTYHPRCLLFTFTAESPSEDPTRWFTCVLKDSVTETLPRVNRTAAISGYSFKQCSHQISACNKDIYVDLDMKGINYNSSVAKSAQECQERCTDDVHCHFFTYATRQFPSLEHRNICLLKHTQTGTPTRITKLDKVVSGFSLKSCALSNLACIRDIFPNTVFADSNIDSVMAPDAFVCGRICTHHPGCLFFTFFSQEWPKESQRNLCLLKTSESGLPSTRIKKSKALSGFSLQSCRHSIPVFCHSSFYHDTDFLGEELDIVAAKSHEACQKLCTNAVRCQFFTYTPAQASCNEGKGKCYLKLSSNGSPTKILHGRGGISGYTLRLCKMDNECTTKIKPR
Target sequence (P03951 388-625 limits assumed): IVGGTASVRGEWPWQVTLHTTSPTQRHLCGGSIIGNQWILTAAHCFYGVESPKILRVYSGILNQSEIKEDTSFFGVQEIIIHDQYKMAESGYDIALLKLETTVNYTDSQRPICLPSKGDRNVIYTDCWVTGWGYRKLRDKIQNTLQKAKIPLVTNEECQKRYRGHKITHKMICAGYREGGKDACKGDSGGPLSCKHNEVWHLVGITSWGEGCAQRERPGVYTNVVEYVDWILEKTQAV
CHOP inhibitor: CHOP inhibition in unfolded protein response; inhibition, % at 10 µM; 220,000 compounds, 3.8% hits; CHO-K1 CHOP-promoter luciferase, tunicamycin-induced, 15-18 h;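 active means compounds that reduced the stress-induced luciferase reporter signal by more than about 70% of percent inhibition, limit read from the data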;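 further: 0% = tunicamycin plus vehicle and 100% = wells without tunicamycin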
EP2 antag: EP2 receptor (human) inhibition. inhibition, % at 25 µM. C6 glioma cells expressing human EP2, cAMP TR-FRET; cells stimulated with saturating PGE2. 260,000 compounds, 0.52% hits. P43116;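 active means percent inhibition above 40 after rounding to a whole number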;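 further: rat C6 glioma host cells with rolipram phosphodiesterase inhibitor present; the protocol text gives 20 µM as final concentration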
Target sequence (P43116 whole entry, looked up): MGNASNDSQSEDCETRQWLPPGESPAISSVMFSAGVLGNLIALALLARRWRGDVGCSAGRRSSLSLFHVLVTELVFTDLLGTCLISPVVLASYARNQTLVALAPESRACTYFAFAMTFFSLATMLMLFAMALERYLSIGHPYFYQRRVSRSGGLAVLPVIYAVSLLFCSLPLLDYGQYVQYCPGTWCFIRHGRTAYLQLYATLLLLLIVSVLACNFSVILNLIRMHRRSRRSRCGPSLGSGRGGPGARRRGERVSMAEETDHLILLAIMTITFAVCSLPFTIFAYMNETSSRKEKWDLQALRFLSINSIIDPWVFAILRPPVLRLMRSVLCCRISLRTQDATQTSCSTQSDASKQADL
Tb hexokinase: blocks Trypanosoma brucei hexokinase 1 activity | recombinant TbHK1, G6PDH-coupled NADH A340 | inhibition, % at 10 µM | 220,000 compounds, 0.11% hits;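 active means inhibition of 50% or more in the single-dose primary screen; inactive means inhibition below 50%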
FXIIa inh: factor XIIa (human) inhibition; P00748; purified FXIIa, Boc-QGR-AMC fluorogenic substrate, 2 h; inhibition, % at 5 µM; 220,000 compounds, 0.3% hits; AID 800; in the data active means inhibition above about 40%;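 further: 0% = enzyme with no compound and 100% = blank without enzyme; many of its hits are not listed in these tables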
Numbers without * were called inactive; · = not tested or not shown; & = joins results of further samples.

#1 CN(C)S(=O)(=O)c1ccc(N2CCOCC2)c(C(=O)O)c1
#2 Cc1cc(/C=C2/NC(=O)NC2=O)c(C)n1C
#3 O=C(CSc1nnnn1-c1ccccc1)Nc1ncc(Cc2cccc(Cl)c2Cl)s1
#4 COc1ccc(-c2csc(/C(C#N)=C\c3cccc([N+](=O)[O-])c3)n2)cc1
#5 Cc1cc(C(=S)N2CCOCC2)c(C)n1-c1ccc(Cl)cc1
#6 COC(=O)C1C2C=CC3(CN(C4CCCC4)C(=O)C13)O2 (stereo not given)
#7 CN1c2ccsc2C(O)=C(C(=O)Nc2ccccc2)S1(=O)=O
#8 O=C(CCC1CCCN(C(=O)COc2ccccc2)C1)N1CCN(c2ccccn2)CC1 (stereo not given)

Compound,1,2,3,4,5,6,7,8
zVAD death inh,-0.3,0.8,0.1,-0.3,-0.6,0.1,0.5,-0.6
Wee1 stabilizer,-2,2,-3,-2,4,0,-1,-3
PPC-1+TRAIL kill,10,1,6,-5,10,1,23,-22
TNF death inh,0.0,-0.5,1.4,2.0,-0.3,0.5,-3.8,-0.4
FXIa inh,-4,-4,4,-1,3,5,7,-5
CHOP inhibitor,9,13,-6,-17,16,5,-3,-27
EP2 antag,4,7,6,7,3,8&7,6,2
Tb hexokinase,-10,-16,20,-11,-7,-9,-37,-11
FXIIa inh,5,8,10,3,3,11,20,9

#9 Cc1ccc(-n2c(C)cc(C(=O)Cn3nc(C(=O)O)c4ccccc4c3=O)c2C)cc1
#10 CCCOc1ccccc1C(=O)NCCCC(=O)O
#11 CSC1=NCCN1C(=O)c1ccc2c(c1)OCO2
#12 Cc1n(N)c2ccccc2[n+]1CC(=O)c1ccccc1
#13 Cc1ccc(C)c(S(=O)(=O)N/N=C/c2ccc(N3CCOCC3)cc2)c1
#14 Cn1cc(CNC(=O)c2cc(-c3ccc(Br)cc3)nc3ccccc23)cn1
#15 Cc1ccc2nc(-c3ccccn3)cc(C(=O)Nc3ccc4c(c3)OCO4)c2c1
#16 COc1ccc(C)cc1NC(=O)CCC(=O)Nc1nnc(C(F)(F)F)s1

Compound,9,10,11,12,13,14,15,16
zVAD death inh,1.5,0.2,0.2,1.4,-0.3,0.0,17,-0.1
Wee1 stabilizer,3,2,-3,2,0,-3,-2,2
PPC-1+TRAIL kill,20,8,-3,6,7,13,25,0
TNF death inh,0.1,1.5,-3.1,0.0,-0.9,-0.1,-2.1,-3.3
FXIa inh,-7,0,2,-1,3,1,1,-8
CHOP inhibitor,40,16,52,15,14,33,6,29
EP2 antag,3,14,8,10&5,4,6,10,12
Tb hexokinase,5,7,-1,-2,-28,-17,-1,1
FXIIa inh,-2,4,17,9,13,13,12,-10

#17 COc1ccc(C(=O)Nc2ccc(C(F)(F)F)n(C)c2=O)cc1
#18 C=CCN1C(=O)C(Cc2ccc(SC(F)F)cc2)SC1=Nc1ccc(C(=O)O)cc1 (stereo not given)
#19 Cc1nc2cc(NC(=O)NC(C)(C)C)ccc2n1C
#20 CN(C)S(=O)(=O)c1ccc(C(=O)NCc2nnc(SCC(=O)Nc3ccc(F)cc3)n2-c2ccc(F)cc2)cc1
#21 CCN(CC)C(=O)C(=O)Nc1ccc(OCc2ccccc2)cc1
#22 O=[N+]([O-])c1ccc(C=Nc2ccc(Cl)c([N+](=O)[O-])c2)s1
#23 Cc1cc(F)ccc1NCC(=O)Nc1ccc(Br)cc1C
#24 CCOc1ccc(NC(=O)CCn2cccc2)cc1

Compound,17,18,19,20,21,22,23,24
zVAD death inh,8.2,7.4,19,0.8,9.9,6.9,1.3,0.7
Wee1 stabilizer,-2,0,4,1,1,-2,-1,-2
PPC-1+TRAIL kill,-7,16,5,22,-15,37,-7,-14
TNF death inh,1.1,2.3,0.1,2.5,1.8,-17,1.2,1.4
FXIa inh,0,-2,1,4,-1,-3,6,4
CHOP inhibitor,6,14,0,16,17,-25,26,-2
EP2 antag,13,-5,7,4,7,6,7,12
Tb hexokinase,-15,8,0,-2,3,-11,5,6
FXIIa inh,11,4,8,5,9,5,4,1

#25 COc1ccc(-c2cnnc(N/N=C/c3ccc(OC)c(OC)c3)n2)cc1
#26 O=C(O)CCN(CCC(=O)O)c1ccccc1
#27 COc1ccc([N+](=O)[O-])cc1NC(=O)c1ccc(N2C(=O)CCC2=O)cc1
#28 CC1CN(S(=O)(=O)c2cn(C)c(=O)n(C)c2=O)CC(C)O1 (stereo not given)
#29 Cc1nn(-c2cc(N(S(C)(=O)=O)S(C)(=O)=O)c(Cl)cc2Cl)c(=O)n1C
#30 O=C(NC1CCCCC1)C(c1ccccn1)N(C(=O)c1csnn1)C1CCCCC1 (stereo not given)
#31 COc1ccc(CN2CC34C=CC(O3)C(C(=O)O)C4C2=O)cc1 (stereo not given)
#32 Cc1c(C2(c3c(C)n(C)n(-c4ccccc4)c3=O)C(=O)Nc3ccc(F)cc32)c(=O)n(-c2ccccc2)n1C

Compound,25,26,27,28,29,30,31,32
zVAD death inh,2.1,-0.3,-0.4,1.2,0.7,-0.7,1.3,2.4
Wee1 stabilizer,-3,-2,4,2,1,-3,-3,5
PPC-1+TRAIL kill,5,7,8,-3,20,17,17,14
TNF death inh,-0.3,-2.3,1.4,0.0,0.4,-0.7,2.0,0.9
FXIa inh,19,-6,-1,1,0,0,7,3
CHOP inhibitor,18,22,-7,-4,43,4,27,39
EP2 antag,11,10,4,11,11,10,4,9
Tb hexokinase,-18,5,-15,-5,3,3,6,0
FXIIa inh,23,3,6,2,5,5,8,16

#33 Cn1c(=O)n(-c2ccc(Cl)cc2)c(=O)c2c3c(sc21)COC(C)(C)C3
#34 O=C1CS/C(=N/N=C/c2ccco2)N1Cc1ccc(F)cc1
#35 Cc1ccc(/C=N/NS(=O)(=O)c2ccccc2)o1
#36 O=C(Nc1ccc(C(F)(F)F)cc1)C1CCCN1S(=O)(=O)c1cccc2cccnc12 (stereo not given)
#37 CCCCOCCCNC(=O)c1ccccc1OCC
#38 CCC1(C)Cc2ccccc2-c2nc3n(c(=O)c21)CCCCC3 (stereo not given)
#39 COc1ccc(-c2nc(CSCC(=O)N3CCC(C(N)=O)CC3)c(C)o2)cc1OC
#40 COc1ccccc1/C=N/NC(=O)C(=O)Nc1ccccc1OC(F)(F)C(F)F

Compound,33,34,35,36,37,38,39,40
zVAD death inh,-0.2,-0.1,·,0.0,1.8,1.9,2.3,0.1
Wee1 stabilizer,3,1,4,-2,1,0,-2,0
PPC-1+TRAIL kill,-4,0,6,34,-2,4,8,6
TNF death inh,-3.1,0.9,1.6,-4.7,0.6,0.1,0.4,1.1
FXIa inh,0,-3,-10,-2,4,-1,0,-3
CHOP inhibitor,8,19,20,53,17,81*,18,13
EP2 antag,4,6,8,11,8,9,12,7
Tb hexokinase,0,-31,-8,-10,-3,-3,-3,-9
FXIIa inh,12,9,-4,8,9,4,4,0

Structures from the list above containing a Cl atom (five):
#3 O=C(CSc1nnnn1-c1ccccc1)Nc1ncc(Cc2cccc(Cl)c2Cl)s1
#5 Cc1cc(C(=S)N2CCOCC2)c(C)n1-c1ccc(Cl)cc1
#22 O=[N+]([O-])c1ccc(C=Nc2ccc(Cl)c([N+](=O)[O-])c2)s1
#29 Cc1nn(-c2cc(N(S(C)(=O)=O)S(C)(=O)=O)c(Cl)cc2Cl)c(=O)n1C
#33 Cn1c(=O)n(-c2ccc(Cl)cc2)c(=O)c2c3c(sc21)COC(C)(C)C3

Compound,3,5,22,29,33
zVAD death inh,0.1,-0.6,6.9,0.7,-0.2
Wee1 stabilizer,-3,4,-2,1,3
PPC-1+TRAIL kill,6,10,37,20,-4
TNF death inh,1.4,-0.3,-17,0.4,-3.1
FXIa inh,4,3,-3,0,0
CHOP inhibitor,-6,16,-25,43,8
EP2 antag,6,3,6,11,4
Tb hexokinase,20,-7,-11,3,0
FXIIa inh,10,3,5,5,12

(cont.)
#41 Cc1ccc2nsnc2c1NC(=S)NC(=O)c1ccco1
#42 Nc1[nH]ncc1N=Nc1ccc(Cl)cc1
#43 CCC(=O)c1ccc(N2CCN(S(=O)(=O)c3ccccc3)CC2)c(F)c1
#44 N#C/C(=C/c1cn(-c2ccccc2)nc1-c1cccc(OCc2ccccc2)c1)C(=O)NCCCn1ccnc1
#45 O=C(CCc1nc2ccccc2c(=O)[nH]1)N1CCN(c2ccc(F)cc2)CC1
#46 CS(=O)(=O)N1CCC(C(=O)N2CCC(Cc3ccccc3)CC2)CC1
#47 COc1cc(/C=C2/SC(=O)N(Cc3ccccc3)C2=O)ccc1OCc1ccncc1
#48 CC(C)CCn1c(O)c(N=NC(=O)Cn2ccc(C(F)(F)F)n2)c2ccccc21

Compound,41,42,43,44,45,46,47,48
zVAD death inh,-0.6,-0.2,0.0,1.9,1.3,-0.9,-0.5,0.7
Wee1 stabilizer,-2,6,-2,1,2,2,-1,-3
PPC-1+TRAIL kill,11,15,18,27,14,37,19,-2
TNF death inh,1.5,-6.7,0.2,5.5,1.1,-0.2,1.3,1.3
FXIa inh,4,8,11,9,-2,-1,4,7
CHOP inhibitor,-6,-8,-8,2,28,29,-5,14
EP2 antag,5,6,8,3,4,10,3,10
Tb hexokinase,24,-44,9,-4,-1,4,-28,36
FXIIa inh,13,8,14,6,5,6,14,14

#49 COc1cc(O)oc1C=Nc1ccccc1
#50 CCn1nnnc1NC(=O)c1ccc2ccccc2c1
#51 CC(C)c1ccc(-c2nnn(CCC(=O)O)n2)cc1
#52 Clc1cccc(NCc2nnc(SCc3ccccc3Cl)o2)c1
#53 CCN(CC)S(=O)(=O)c1ccc(Cc2ncc(C(F)(F)F)cc2Cl)s1
#54 CCOc1ccc(CCNC(=O)CCc2nc(-c3ccc(C)cc3)no2)cc1OCC
#55 CSC(=N/N=C(\N)c1cnccn1)SC
#56 O=C(O)C1CCCCC1C(=O)NCc1ccncc1 (stereo not given)

Compound,49,50,51,52,53,54,55,56
zVAD death inh,0.0,6.3,1.1,-0.7,0.4,-1.1,0.6,0.0
Wee1 stabilizer,2,-1,-2,-1,1,0,2,-2
PPC-1+TRAIL kill,39,0,35,-8,-2,-15,-11,-15
TNF death inh,-2.6,0.4,0.3,3.1,-0.1,1.2,1.6,1.3
FXIa inh,-8,-1,-3,0,-27,-2,-2,-7
CHOP inhibitor,-29,6,48,68,34,16,54,27
EP2 antag,4,4,4,·,16,13,3,0
Tb hexokinase,-11,3,3,9,-3,2,-23,1
FXIIa inh,-9,8,7,5,7,5,-5,-3

#57 Cc1ccc(-n2nnnc2SCC(=O)N(CC(C)C)c2c(N)n(CC(C)C)c(=O)[nH]c2=O)cc1
#58 CC(C)(C)C(=O)c1cnc(Nc2ccccc2)s1
#59 CC(=O)Nc1ccccc1C(=O)N1CC2(C)CC1CC(C)(C)C2 (stereo not given)
#60 Cc1ccc(C(N)=Nc2ccccc2)cc1
#61 CCOC(=O)CCCn1c(C)nc(=O)c(-c2ccccc2)c1C

Compound,57,58,59,60,61
zVAD death inh,1.2,29,-0.5,-0.2,1.1
Wee1 stabilizer,7,3,0,2,-1
PPC-1+TRAIL kill,1,46,4,1,-5
TNF death inh,-2.4,2.1,-1.5,4.2,0.6
FXIa inh,-3,-1,7,-2,6
CHOP inhibitor,9,4,23,1,22
EP2 antag,10,15,5,27&27,19
Tb hexokinase,-5,-33,3,-7,1
FXIIa inh,3,4,18,2,12

Some of the compounds tested; the hit share may differ from the screen's.
